PPARg SRC-1 ag – agonists of human PPARgamma SRC-1 coactivator recruitment; P37231; PPARgamma-SRC-1 coactivator recruitment biochemical assay; activation, % at 8 µM; 0.41% of 200,000 active; in the data active = activation above about 19%;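 note: 0% = DMSO and 100% = reference agonist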
STAT1 inh – STAT1 signaling inhibition. inhibition, % at 5.5 µM. NIH 3T3 STAT1-luciferase reporter, IFN-gamma, luminescence. 0.35% of 200,000 active. AID 920;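 active = inhibition above a set limit, the mean inhibition across all tested compounds plus 3 SD, cut at about 34% in these data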;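 note: 0% = IFN-gamma with DMSO and 100% = IFN-gamma with 300 µM nifuroxazide; values of inactives mirror those of a sister screen read the other way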
TNAP act hiacc – activators of human TNAP at high phosphate acceptor concentration | P05186 | purified TNAP, CDP-star luminescence, 1 M DEA, 30 min; stronger effect = higher value; 0 = EDTA background, 1 = DMSO-only activity | activation factor at 20 µM | 200,000 tested, under 10 active;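 active = activation factor at least 2 at 20 µM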
Target sequence (P05186 whole entry, looked up): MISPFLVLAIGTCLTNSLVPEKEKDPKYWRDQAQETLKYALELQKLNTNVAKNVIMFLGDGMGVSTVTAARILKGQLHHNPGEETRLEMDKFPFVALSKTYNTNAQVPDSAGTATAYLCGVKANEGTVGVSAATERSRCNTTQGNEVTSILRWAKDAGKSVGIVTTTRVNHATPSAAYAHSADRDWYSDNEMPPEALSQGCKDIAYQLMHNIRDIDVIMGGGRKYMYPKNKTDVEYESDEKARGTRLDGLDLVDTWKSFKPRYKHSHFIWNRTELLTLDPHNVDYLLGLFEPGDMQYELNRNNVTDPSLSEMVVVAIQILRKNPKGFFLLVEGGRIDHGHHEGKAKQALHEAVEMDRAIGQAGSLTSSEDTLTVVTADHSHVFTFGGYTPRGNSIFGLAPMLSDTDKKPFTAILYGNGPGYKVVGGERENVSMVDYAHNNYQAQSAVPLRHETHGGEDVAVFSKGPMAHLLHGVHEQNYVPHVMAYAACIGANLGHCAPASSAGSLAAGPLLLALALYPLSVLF
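Test system – human TNAP · Doses – 20 µM single point · Incubation – 30 min, room temperature · Signal – luminescent substrate turnover signal · Read-out basis – activation factor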
STAT3 blocker – reduces IL-6 driven STAT3 reporter signal. U3A cells, IL-6 STAT3-luciferase reporter, luminescence; host cell line lacks STAT1. inhibition, % at 5.5 µM. 0.89% of 190,000 active. AID 862;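 active = inhibition above the mean inhibition across all screened compounds plus 3 SD, cut at about 44% in these data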;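 note: 0% = DMSO only wells and 100% = 100 µM nifuroxazide control wells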
TR-FRET SRC-2 ct – counter-screen for PPARgamma SRC-2 recruitment agonists: TR-FRET artefact; stronger effect = higher value; 0.4% of 200,000 active; AID 1049; TR-FRET ratio at 8 µM; in the data active = TR-FRET ratio above about 2000; note: inactives centre near 1500
ROMK mod – modulators of human ROMK potassium channel; P48048; Tet-inducible ROMK, thallium flux fluorescence; actives lie on both sides; B-score at 10 µM; 2% of 130,000 active; AID 1918;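 active = signal ratio slope over the read window, or its plate-corrected B-score, at least 3 SD from the plate mean, either direction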;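 note: B-score of the F/F0 ratio slope over 7 to 12 s after thallium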
Target sequence (P48048 whole entry, looked up): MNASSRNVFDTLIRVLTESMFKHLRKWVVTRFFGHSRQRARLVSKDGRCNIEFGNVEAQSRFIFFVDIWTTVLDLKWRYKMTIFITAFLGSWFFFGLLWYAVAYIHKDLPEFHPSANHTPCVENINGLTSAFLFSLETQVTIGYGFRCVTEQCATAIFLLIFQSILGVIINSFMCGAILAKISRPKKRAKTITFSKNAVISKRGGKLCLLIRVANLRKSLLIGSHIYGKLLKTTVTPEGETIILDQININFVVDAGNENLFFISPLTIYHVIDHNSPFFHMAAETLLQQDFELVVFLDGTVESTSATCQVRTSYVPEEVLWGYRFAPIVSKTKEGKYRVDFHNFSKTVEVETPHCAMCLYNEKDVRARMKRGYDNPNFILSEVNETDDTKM
bIAP inh – blocks bovine intestinal alkaline phosphatase activity; purified bovine IAP, CDP-star luminescence, 30 min; inhibition, % at 20 µM; 190,000 tested, under 10 active;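 active = over 50% inhibition of intestinal alkaline phosphatase at 20 µM in the single-dose screen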
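test system = bovine IAP enzyme | medium = DEA buffer 100 mM, pH 9.8, with MgCl2 1.0 mM, ZnCl2 0.02 mM | detection = luminescence | dosing = single compound dose of 20 µM, 2% DMSO final | incubation = 30 min reaction at room temperature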
bIAP activator – increases bovine intestinal alkaline phosphatase activity. purified bovine IAP, CDP-star luminescence, 30 min; stronger effect = higher value; fold of DMSO-control signal, blank-subtracted. activation factor at 20 µM. 0.17% of 200,000 active;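 active = activation factor of 2 or more at 20 µM, a signal rise over negative controls twice the positive control's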
PPARg SRC3 recr – PPARgamma-driven SRC-3 recruitment agonism. biochemical PPARgamma/SRC-3 coactivator recruitment assay. activation, % at 8 µM. 0.26% of 200,000 active; in the data active = activation above about 23%;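 note: 0% = DMSO and 100% = reference agonist; some compounds past the cut are filed as inactive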
PPARg SRC2 recr – PPARgamma-driven SRC-2 recruitment agonism | P37231 | PPARgamma LBD-SRC-2 recruitment, biochemical | activation, % at 8 µM | 0.34% of 200,000 active | AID 1032; in the data active = activation above about 22%;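 note: 0% = vehicle and 100% = reference agonist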
STAT3 act – increases IL-6 driven STAT3 reporter signal; 0.91% of 190,000 active; activation (% of control), % at 5.6 µM; AID 871; U3A cells, IL-6 STAT3-luciferase reporter, luminescence; 100% = signal with IL-6 EC80 alone;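 active = activation above the screen-wide mean of compound activation plus 3 SD, cut at about 130% in these data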;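 note: 0% = background luminescence of wells with medium and substrate only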
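Detection: reporter luminescence signal / Assay system: STAT1-lacking human U3A cells, STAT3 luciferase reporter / Incubation: compound pre-incubation 1 h before IL-6, then 6 h stimulation at 37 °C / Control set: IL-6-only high control / Read-out: % activation relative to IL-6 control / Probe or stimulus: Interleukin-6, 33 ng/mL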
Numbers without * were called inactive; nt = not tested or not shown.

Start of the listing, in advance, 3 compounds:
SMILES	PPARg SRC-1 ag	STAT1 inh	TNAP act hiacc	STAT3 blocker	TR-FRET SRC-2 ct	ROMK mod	bIAP inh	bIAP activator	PPARg SRC3 recr	PPARg SRC2 recr	STAT3 act
COc1ccccc1-c1nnc(NC(=O)C(C)Sc2nncn2C)s1 (centres undefined)	9	0	1	-6	1542	0.54	12	0.9	3	10	106
CN(CC(=O)NCCC1=CCCCC1)S(=O)(=O)c1ccc2c(c1)c(=O)n(C)c(=O)n2C	-2	9	1.1	2	1752	nt	6	0.9	-1	0	106
CC(Oc1ccccc1)C(=O)Nc1oc(-c2ccco2)c(-c2ccco2)c1C#N (centres undefined)	1	3	1	-13	1591	0.26	-6	1.1	-1	10	109

Results, from the start:
SMILES	PPARg SRC-1 ag	STAT1 inh	TNAP act hiacc	STAT3 blocker	TR-FRET SRC-2 ct	ROMK mod	bIAP inh	bIAP activator	PPARg SRC3 recr	PPARg SRC2 recr	STAT3 act
COc1ccccc1-c1nnc(NC(=O)C(C)Sc2nncn2C)s1 (centres undefined)	9	0	1	-6	1542	0.54	12	0.9	3	10	106
CN(CC(=O)NCCC1=CCCCC1)S(=O)(=O)c1ccc2c(c1)c(=O)n(C)c(=O)n2C	-2	9	1.1	2	1752	nt	6	0.9	-1	0	106
CC(Oc1ccccc1)C(=O)Nc1oc(-c2ccco2)c(-c2ccco2)c1C#N (centres undefined)	1	3	1	-13	1591	0.26	-6	1.1	-1	10	109
CCCC(=O)Nc1ccc(C(=O)NCCc2ccc(F)cc2)cc1	3	-2	1	6	1429	nt	2	1	-3	0	99
CC1=CC2=NC(=O)/C(=C\c3ccc(-c4ccc(Cl)cc4)o3)C(=N)N2O1	1	-10	0.9	-5	1363	-0.49	16	0.8	-4	-7	107
CN(CC(=O)N1CCN(c2ccc(F)cc2)CC1)S(=O)(=O)c1ccc(F)cc1	-3	-3	1	6	1590	nt	-5	1.1	7	1	98
COc1ccc2nc(SCC(=O)Nc3ccc(S(=O)(=O)N4CCCC4)cc3)c(C#N)cc2c1	86*	5	1	12	4855*	nt	10	0.9	83*	78*	95
COc1ccc(C2=NN3C(=O)c4c(ccc(OC)c4OC)C3C2)cc1 (centres undefined)	-3	4	1	18	1447	nt	12	0.9	0	4	90
C/C(CC(=O)Nc1c(C)cc(C)cc1C)=N\NC(=O)OC(C)(C)C	3	-8	1.1	4	1637	0.075	9	0.9	5	3	96
CSCCC(NC(=O)c1ccccc1Br)C(=O)N1CCC(C)CC1 (centres undefined)	3	4	1	-10	1414	-0.43	-4	1	4	-4	110

Looked up one by one from above:
SMILES	PPARg SRC-1 ag	STAT1 inh	TNAP act hiacc	STAT3 blocker	TR-FRET SRC-2 ct	ROMK mod	bIAP inh	bIAP activator	PPARg SRC3 recr	PPARg SRC2 recr	STAT3 act
C/C(CC(=O)Nc1c(C)cc(C)cc1C)=N\NC(=O)OC(C)(C)C	3	-8	1.1	4	1637	0.075	9	0.9	5	3	96
COc1ccc2nc(SCC(=O)Nc3ccc(S(=O)(=O)N4CCCC4)cc3)c(C#N)cc2c1	86*	5	1	12	4855*	nt	10	0.9	83*	78*	95
COc1ccc(C2=NN3C(=O)c4c(ccc(OC)c4OC)C3C2)cc1 (centres undefined)	-3	4	1	18	1447	nt	12	0.9	0	4	90

New compounds follow:
SMILES	PPARg SRC-1 ag	STAT1 inh	TNAP act hiacc	STAT3 blocker	TR-FRET SRC-2 ct	ROMK mod	bIAP inh	bIAP activator	PPARg SRC3 recr	PPARg SRC2 recr	STAT3 act
C/C(Cn1cnc([N+](=O)[O-])n1)=N\NC(=O)c1ccc(F)cc1	-1	-2	1	10	1512	nt	3	1	1	1	95
CN1CCN(C(=O)C2=C[C@H](c3ccc(Br)cc3)C[C@H](OCCCCO)O2)CC1	11	5	1.1	nt	1596	nt	-6	1.1	-1	3	nt
COc1ccc(Cl)cc1NC(=O)CN1C(=O)CCS(=O)(=O)c2ccccc21	3	-2	1	-1	1661	nt	13	0.9	5	-2	106
CCCOc1cccc(-c2cc(C(=O)NN)c3ccccc3n2)c1	0	12	1	6	1585	-1	-64	1.6	9	2	96
COc1ccccc1NC(=S)NC(=O)/C=C/c1cccs1	6	-2	1	6	1695	-0.022	6	0.9	-1	9	100
Cc1cnn(-c2cc(N/N=C/c3ccc(F)cc3)ncn2)c1	11	-4	1.1	21	1512	2	14	0.9	-1	8	86
CN(c1ccccc1)S(=O)(=O)c1cccc(C(=O)OCC(=O)NCc2ccc3c(c2)OCO3)c1	10	-1	1	18	1750	nt	8	0.9	-2	7	89
CCOCCCNC(=O)CN1C(=O)/C(=C/c2ccccc2)Sc2ccccc21	-2	8	1	4	1547	-2.2	nt	0.5	4	3	96
O=C1CC(=O)CC(c2ccco2)C1	7	6	1	14	1764	nt	12	0.9	-1	8	94
Cc1nnc(SCC(=O)NNC(=O)c2ccccc2)n1-c1ccccc1	7	-6	1	4	1613	0.93	7	0.9	-2	2	95
CC1CCC(C(=O)NC(C(=O)N2CCc3ccccc3C2)C(C)C)CC1 (centres undefined)	-5	4	1.1	5	1491	-0.35	-2	1	0	8	100
Cc1ccc(NC(=O)CSc2ncc(S(=O)(=O)c3ccccc3)c(=O)[nH]2)cc1C	7	0	1	5	1648	nt	-18	1.2	1	3	92
COC(=O)[C@@]1(Cc2ccc(OC)cc2)[C@H]2c3cc(C(=O)N(C)C)[nH]c3C[C@H]2CN1C(=O)c1ccccc1	4	9	1	-1	1491	0.9	17	0.8	4	8	99
CCc1nc2ccccc2c(C(=O)OCC(=O)Nc2ccc(S(=O)(=O)N3CCOCC3)cc2)c1C	4	4	1	27	1439	nt	5	1	0	9	82
COc1cccc(/C=C(/C#N)c2ccc(F)cc2)c1OCc1cccc(C(=O)O)c1	0	-1	1	-7	1501	0.099	-9	1.1	4	4	103
Cc1ccc(OCC(=O)N/N=C/c2cc([N+](=O)[O-])ccc2N2CCCCC2)cc1	4	8	1	-4	1667	nt	-14	1.1	4	3	102
COc1cccc(NC(=O)Nc2cc(C(=O)O)ccc2C)c1	3	-2	1	-2	1367	-1.1	9	0.9	7	-5	104
CCC(C)(C)NC(=O)C(C)OC(=O)c1nsc(Cl)c1Cl (centres undefined)	-3	6	1	0	1581	1.2	6	0.9	-10	-2	101
CCOc1ccccc1Cn1c(=O)oc2ccc(C)cc21	1	1	1	4	1458	0.54	5	0.9	-5	-1	100
CN(C)c1ccc(C(CNC(=O)c2ccccc2)c2c[nH]c3ccccc23)cc1 (centres undefined)	-7	1	1	-19	1560	0.029	-29	1.3	2	9	113
COc1ccc(-c2nnc(SCC(=O)NC(C)c3ccccc3)o2)cc1 (centres undefined)	-3	-11	1	11	1502	nt	15	0.9	1	8	95
CC1(C)CC(=O)C(Sc2ccc(Br)cc2)=C(O)C1	-1	8	1	9	1694	0.15	-9	1.1	6	3	96
CC(CN1CCOCC1)c1ccccc1 (centres undefined)	-10	-1	1	8	1458	nt	5	0.9	6	-6	97
O=C(Cc1ccc(-n2c(=O)[nH]c3ccsc3c2=O)cc1)NCc1cccnc1	7	0	1.1	4	1597	nt	-8	1.1	1	4	99
COc1ccc(CC(=O)N2CCN(C(=O)c3ccco3)CC2)cc1	4	1	1	0	1511	nt	-3	1	-3	5	102
CC(C)CNC(=O)COC(=O)CNC(=O)c1cc(Cl)cc([N+](=O)[O-])c1	3	-6	1	13	1655	0.14	20	0.8	0	14	92
COc1ccc(CCn2c(-c3ccco3)nc3ccccc3c2=O)cc1OC	-8	-4	1	24	1330	nt	4	1	-14	-9	82
O=C(CCN1CCN(C/C=C/c2ccccc2)CC1)Nc1ccc(Cl)cc1	8	7	1	2	1565	nt	-9	1.1	-2	11	100
Cc1nnc(SCC(=O)Nc2ccc3c(c2)OCCO3)n1CC1CCCO1 (centres undefined)	4	-5	1.1	7	1512	nt	-2	1	-2	6	98
CC1CN(S(=O)(=O)c2cccs2)CC(C)O1 (centres undefined)	0	6	1.1	1	1689	nt	0	1	10	1	103
Nc1[nH][nH]c(=O)c1N=Nc1ccc2c(c1)OCO2	15	-22	0.9	9	1803	nt	24	0.8	11	14	95
COCCCNC(=O)CCn1c(=O)c2ccccc2n(CC(=O)NCCC2=CCCCC2)c1=O	-1	1	1	-3	1586	0.15	0	1	0	-7	104
O=C(CC1CCCC1)Nc1ccc2c(c1)CCC2	8	-30	1	-7	1871	nt	7	0.9	13	57*	109
O=C(CNC(=O)c1ccccc1)N/N=C/c1cc(Br)ccc1O	-1	-8	1	0	1471	-1.1	8	0.9	1	4	103
N=C(c1ccc([N+](=O)[O-])cc1)N1CCCCCC1	-6	-1	1.1	3	1580	0.39	-5	1.1	-2	10	103
CCC(C(=O)Nc1sc(C(N)=O)c(C)c1C(=O)OC)c1ccccc1 (centres undefined)	1	6	1	8	1626	0.3	12	0.9	-7	0	95
CCOC(=O)N1CCc2c(sc3c2c(=O)n(Cc2ccccc2)c(=O)n3Cc2ccccc2F)C1	-1	10	1	2	1382	0.0045	-17	1.2	-2	2	98
CCOc1ccc(N(C(C)C(=O)NC2CCCCCC2)S(C)(=O)=O)cc1 (centres undefined)	-5	0	1	-6	1470	nt	1	1	2	-2	109
O=C(CCCN1C(=O)c2cccc3cccc(c23)C1=O)N1CCN(c2ccc(F)cc2)CC1	-6	1	1	21	1413	-0.33	-6	1.1	-1	-1	87
CC1CCCN(C(=O)CSc2nnc3n(C4CCCC4)c(=O)c4ccccc4n23)C1 (centres undefined)	-4	26	1	25	1555	nt	-11	1.1	-4	-1	82
COc1ccc(NC(=O)c2cc(OC)c(OC)c(OC)c2Br)cc1OC	6	0	1.1	-2	1678	0.97	-3	1	-1	9	101
COc1cc(CNCCc2ccccc2F)ccc1OCC(=O)N1CCCCC1	-1	-5	1.1	13	1425	-0.62	3	1	0	0	92
O=C(COC(=O)c1cnccn1)NCc1ccc2c(c1)OCO2	1	-2	1.1	-3	1565	1.1	6	0.9	-1	1	109

A draw from above in order of SMILES length, ascending.
SMILES	PPARg SRC-1 ag	STAT1 inh	TNAP act hiacc	STAT3 blocker	TR-FRET SRC-2 ct	ROMK mod	bIAP inh	bIAP activator	PPARg SRC3 recr	PPARg SRC2 recr	STAT3 act
Nc1[nH][nH]c(=O)c1N=Nc1ccc2c(c1)OCO2	15	-22	0.9	9	1803	nt	24	0.8	11	14	95
CCC(C(=O)Nc1sc(C(N)=O)c(C)c1C(=O)OC)c1ccccc1 (centres undefined)	1	6	1	8	1626	0.3	12	0.9	-7	0	95
CC1CCCN(C(=O)CSc2nnc3n(C4CCCC4)c(=O)c4ccccc4n23)C1 (centres undefined)	-4	26	1	25	1555	nt	-11	1.1	-4	-1	82

Screening data as filed in PubChem.
